Dyrk1A ADPGlo = inhibitors of rat Dyrk1A kinase. Q63470. ADP-Glo luminescence, NFATc1 peptide. inhibition, % at 12.5 µM. hit rate 0.43% among 310,000. AID 504441; in the data active = inhibition above about 50%;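 also: plate controls were vehicle with enzyme for no effect and no enzyme for full effect; many of its hits are not listed in these tables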
PolyA inhibitor = inhibitors of polyadenylation in S. cerevisiae; calls only at 12 µM; S. cerevisiae SKY197-pL101 polyadenylation reporter, beta-gal luminescence; efflux-impaired pdr1/pdr3 knockout yeast; score 100 = 6 SD above DMSO; hit rate 0.02% among 300,000; AID 1875;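 active = lowest replicate activity score at least 50, where 100 means six control SD above control mean; inconclusive = lowest score under 50 but half or more replicates reach 50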;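 also: yeast exposed to compound for 9 h at 30 °C; higher score means more reporter readthrough which indicates perturbed polyadenylation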
RGS4 act = RGS4 potentiation or activation; HEK293 M3R/inducible RGS4, carbachol calcium flux Fluo4; hits give low values; B-score at 10 µM; AID 463111; hit rate 0.92% among 310,000;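 active = B-score of the integrated calcium signal more than 4 SD below the library mean, with starting fluorescence not abnormally high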;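 also: negative B-score means reduced calcium response which marks RGS4 activation or potentiation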
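Also added: carbachol at ECmax as muscarinic agonist stimulus; Assay system: HEK293 cells with stable M3R and inducible RGS4; Timing: overnight RGS4 induction, 30 min dye load 37 °C, 20 min compound RT; Measured by: Fluo4-AM (2 µM) calcium-flux fluorescence, kinetic read.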
KCNK9 inh = inhibitors of human KCNK9 two-pore domain potassium channel | B-score at 10 µM | AID 488922 | hit rate 1.2% among 310,000 | HEK293 KCNK9, FluxOR thallium flux fluorescence; hits give low values;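 active = ratio B-score over 3 SD below the library mean, with starting fluorescence within 5 SD of its mean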;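 also: negative B-score means less thallium flux so channel inhibition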
Target sequence (Q9NPC2 whole entry, looked up, the tested form may be a part): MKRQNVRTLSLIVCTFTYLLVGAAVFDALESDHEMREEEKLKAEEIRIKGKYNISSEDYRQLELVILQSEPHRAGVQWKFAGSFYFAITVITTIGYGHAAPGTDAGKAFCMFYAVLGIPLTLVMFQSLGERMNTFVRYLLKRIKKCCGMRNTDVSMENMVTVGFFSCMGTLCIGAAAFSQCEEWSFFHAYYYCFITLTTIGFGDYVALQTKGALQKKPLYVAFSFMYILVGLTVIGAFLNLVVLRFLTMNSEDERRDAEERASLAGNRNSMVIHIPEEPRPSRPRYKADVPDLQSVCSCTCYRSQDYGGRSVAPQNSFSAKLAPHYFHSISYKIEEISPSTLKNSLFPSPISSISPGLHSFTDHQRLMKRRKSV
GSK3 alpha inh = blocks human GSK-3 alpha kinase. P49840. hit rate 0.1% among 320,000. inhibition, % at 10 µM. ADP-Glo luminescence, 60 min;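 in the data active = inhibition above about 50%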;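 also: GST-tagged GSK-3 alpha with peptide substrate and 25 µM ATP; 0% = DMSO neutral wells and 100% = GW8510 positive control wells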
KCNQ1 pot = potentiators or activators of human KCNQ1 potassium channel | hit rate 0.35% among 310,000 | CHO-K1 KCNQ1, thallium flux FluxOR fluorescence; hits give high values | B-score at 10 µM | P51787;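 active = fluorescence ratio B-score, a plate-corrected score, at least three library SD, with initial intensity B-score within 5 SD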
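Assay system: stable KCNQ1 CHO-K1 line; medium: assay buffer, equal DMSO in all wells; timing: 90 min dye loading and 20 min compound exposure, both at room temperature; technique: kinetic FluxOR thallium fluorescence, 10-s 1-Hz baseline, 110-s post-stimulus read; read-out basis: B score of baseline-normalized fluorescence ratio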
KCNQ1 inh = blocks the human KCNQ1 potassium channel; P51787; CHO-K1 KCNQ1, FluxOR thallium flux fluorescence; hits give high values; B-score at 10 µM; hit rate 1.3% among 310,000; AID 2642;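 active = compounds whose thallium flux B-score, printed positive for inhibition, exceeds three library SD while starting fluorescence stays within three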;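 also: channel opened by potassium depolarization with thallium stimulus after 20 min compound exposure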
hERG rescue = hERG (human) protection from proarrhythmic block. activation (rescue from dofetilide block), less the hit threshold, % at 10 µM. CHO-hERG, FluxOR thallium flux, dofetilide IC70 present. hit rate 0.51% among 310,000;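 active = activation above the mean of controls blocked by dofetilide plus 5 SD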;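 also: thallium influx through hERG after potassium depolarization seen as dye fluorescence rise; in these data hits start at about 4.7%; inactives centre near -7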
GSK3B inh = inhibitors of human GSK3beta kinase. P49841. GST-GSK3beta kinase, ADP-Glo luminescence, 60 min; hits give low values. activity score (negative = inhibition), % at 10 µM. hit rate 0.038% among 300,000;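 active = more than half of replicate wells score below -50%, meaning over 50% inhibition versus plate controls; inconclusive = some replicates but at most half score below -50%; inactive = no replicate scores below -50%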;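 also: 0% = median DMSO wells and -100% = median GW8510 positive control wells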
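Test system: GST-tagged human GSK3beta kinase, cell-free; evaluation: activity score scaled between in-plate DMSO and GW8510 controls; measured by: ADP-Glo luminescence; incubation: 60 min reaction, RT; benchmarks: DMSO and 20 µM GW8510; reagent: peptide substrate plus 25 µM ATP (final); medium: Tris/MgCl2 kinase buffer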
HDAC3 inh = blocks human histone deacetylase 3. O15379. inhibition, % at 8.3 µM. hit rate 0.15% among 320,000. AID 2718. recombinant HDAC3, fluorogenic peptide/trypsin coupled, fluorescence; in the data active = inhibition above about 26%, passing the limit was not always enough; inconclusive = no clear call, values can overlap the other calls
KCNK3 block = human KCNK3 channel inhibition, primary screen. B-score at 10 µM. CHO-KCNK3 thallium flux, FluxOR fluorescence; hits give low values. hit rate 0.84% among 340,000. O14649;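 active = B-score under library mean minus 4 SD, starting fluorescence ratio at most library mean plus 5 SD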;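 also: more negative B-score means stronger inhibition of thallium flux through KCNK3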
Target sequence (O14649 whole entry, looked up): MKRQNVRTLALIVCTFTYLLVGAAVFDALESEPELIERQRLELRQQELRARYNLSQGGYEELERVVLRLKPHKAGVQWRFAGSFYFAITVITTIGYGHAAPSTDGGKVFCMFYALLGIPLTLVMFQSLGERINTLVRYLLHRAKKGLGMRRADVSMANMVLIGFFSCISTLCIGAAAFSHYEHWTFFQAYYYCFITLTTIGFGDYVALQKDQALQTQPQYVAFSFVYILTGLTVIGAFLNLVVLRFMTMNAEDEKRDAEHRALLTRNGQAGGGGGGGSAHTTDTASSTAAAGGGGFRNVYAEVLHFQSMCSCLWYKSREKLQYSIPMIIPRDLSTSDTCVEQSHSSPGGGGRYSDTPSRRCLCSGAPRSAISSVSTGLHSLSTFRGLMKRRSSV
Starred values were filed as active, the others as inactive; i = inactive; ? = inconclusive; . = not tested or not shown. An excerpt; the hit share may differ from the screen's.

SMILES	Dyrk1A ADPGlo	PolyA inhibitor	RGS4 act	KCNK9 inh	GSK3 alpha inh	KCNQ1 pot	KCNQ1 inh	hERG rescue	GSK3B inh	HDAC3 inh	KCNK3 block
COc1c(C)cc(C(=O)C2CCCN(C(=O)c3cc4nc(C)cc(C)n4n3)C2)cc1C (stereo unspecified)	3	i	i	i	0	i	i	2	0	-6	i
Cc1ccc([N+](=O)[O-])cc1NC(=O)CN(C(=O)c1ccccc1Cl)C1CCCCC1	7	i	i	-9.6*	.	i	i	-6	1	.	i
Cc1ccccc1Cn1c(=O)n(CCCC(=O)NCc2ccco2)c(=O)c2sccc21	2	i	i	i	-1	i	i	-6	-1	3	i
COc1ccccc1-n1cnc2cc(NCc3ccccn3)ccc21	14	i	i	i	2	i	i	-11	-3	3	i
CS(=O)(=O)c1ccc(C(=O)Nc2ccc(-c3nc4ccccc4[nH]3)cc2)cc1	-1	i	i	i	-1	i	i	-6	1	-3	i
COc1ccccc1CCC(=O)N(C)CC(=O)Nc1ccc(Cl)c(C(F)(F)F)c1	5	i	i	i	0	i	i	-7	-1	16	i
CCCC1=NN2C(=N)/C(=C\c3ccc(OCCOc4ccc(NC(C)=O)cc4)c(OC)c3)C(=O)N=C2S1	-5	i	i	i	-3	i	i	-2	4	2	i
COc1ccc(Br)cc1CN(C)CC(=O)Nc1cc([N+](=O)[O-])ccc1OC	-1	i	i	i	.	i	i	-8	1	.	i
CC(=O)NC(c1ccc(F)cc1)c1cccnc1 (stereo unspecified)	-2	i	i	i	-2	i	i	-10	-4	3	i
COc1ccc(C2CC(c3ccc(C)cc3)Nc3ncnn32)cc1 (stereo unspecified)	15	i	i	i	1	i	i	-3	3	-29	i
CCSc1nnc(-c2ccc(Cl)cc2)c2ccccc12	3	i	i	i	1	i	i	-15	0	-16	i
CCCCOCC(O)Cn1c(C)nc2ccccc21 (stereo unspecified)	-3	i	i	i	-1	i	i	-3	-1	5	i
COCCn1c(C(C)C)nc2sc3ccccc3c(=O)c2c1=O	3	i	i	i	6	i	i	-8	2	3	i
COc1ccc(CCNc2nc(C)cc(C)c2C#N)cc1OC	2	i	i	i	7	i	i	-11	-6	-6	i
CCOc1ccc(-n2c(C)nc3cc(C(=O)NCc4ccco4)ccc32)cc1	2	i	i	i	0	i	i	-5	-1	8	i
C=CCC(O)(CC=C)CNC(=O)C1CCC(=O)N(CCCc2ccccc2)C1 (stereo unspecified)	-5	i	i	i	0	i	i	6.7*	4	0	i
CC(=O)c1cccc(NC(=O)COC(=O)c2ccccc2C)c1	0	i	i	i	2	i	i	-5	1	3	i
CC(OC(=O)c1nsc(Cl)c1Cl)C(=O)NCCc1ccccc1 (stereo unspecified)	17	i	i	i	-3	i	i	-3	1	0	i
CC1=NN(c2ccccc2)C(=O)/C1=C/C=C/C=C/N(C)C	9	i	i	i	9	i	i	-4	-7	9	i
COc1ccc(N(C(=O)CNC(=O)c2cccs2)C(C(=O)NCC2CCCO2)c2ccccc2)cc1 (stereo unspecified)	-6	i	i	i	0	i	i	-21	-2	1	i
COC(=O)CCC(=O)N1CN2CN(C(=O)CCC(=O)OC)CC([N+](=O)[O-])(C2)C1	-2	i	i	i	0	i	i	-9	-5	-1	i
CC(C)CCOc1ccc(C2(C)NC(=O)NC2=O)cc1 (stereo unspecified)	-1	i	i	i	0	i	i	-11	0	5	i
COc1ccccc1C(=O)Nc1ccc(S(=O)(=O)N2CCN(C)CC2)cc1	9	i	i	i	-2	i	i	-10	0	0	i
Cc1ccc(S(=O)(=O)N2CCN(C(=O)c3ccco3)CC2)cc1	7	i	i	i	4	i	i	-8	0	-2	i
O=C(Nc1cc2c3c(c1)CC(=O)N3CCC2)C1CCCCC1	-6	i	i	i	3	i	i	-6	0	1	i

As entered above.
In Dyrk1A ADPGlo, COc1ccccc1CCC(=O)N(C)CC(=O)Nc1ccc(Cl)c(C(F)(F)F)c1 has the entry 5
In GSK3B inh, CC(C)CCOc1ccc(C2(C)NC(=O)NC2=O)cc1 (stereo unspecified) has the entry 0

(more compounds)
SMILES	Dyrk1A ADPGlo	PolyA inhibitor	RGS4 act	KCNK9 inh	GSK3 alpha inh	KCNQ1 pot	KCNQ1 inh	hERG rescue	GSK3B inh	HDAC3 inh	KCNK3 block
COc1ccc(CCNC(=O)CNCC2CCCCC2)cc1OC	1	i	i	i	-3	i	i	-7	-3	10	i
CCCS(=O)(=O)c1cscc1NC(=O)c1c(-c2c(F)cccc2Cl)noc1C	3	i	i	i	-2	i	i	-10	0	1	i
O=C(NC1CCCC1)C(c1cccnc1)N(C(=O)c1csnn1)c1ccccc1 (stereo unspecified)	-2	i	i	i	-1	i	i	-2	-3	-7	i
CCC[C@@H]1CCCO[C@@](C(=O)NCc2ccc(S(C)(=O)=O)cc2)(C(F)(F)F)C1	-1	i	i	i	-3	i	i	-3	2	2	i
Cc1n(N)c2ccccc2[n+]1CC(=O)c1ccccc1	6	i	i	i	-2	i	i	-3	-2	2	i
CCOc1cc(-n2cnnn2)c(OCC)cc1NC(=O)c1cnccn1	.	i	i	i	2	i	i	-11	-1	0	i
C/C(=C\C(=O)c1cccnc1)Nc1ccc(C)c(C)c1	4	i	i	i	-6	i	i	1	-3	1	i
Cc1ccc(OCc2csc(N)n2)cc1	1	i	i	i	-2	i	i	-4	0	-2	i
CC1(C)SC(=S)N(/N=C/c2cccnc2)C1N(O)C(=O)Nc1ccccc1 (stereo unspecified)	6	i	i	i	-1	i	i	-4	-2	9	i
CN(C)CCCN(C(=O)c1ccco1)c1nc(-c2ccc(Cl)cc2)cs1	-1	i	i	i	2	i	i	-12	-3	6	i
COCCn1c(SCC(=O)Nc2sc(C)c(C)c2C#N)nnc1C(C)C	-1	i	i	i	3	i	i	-5	4	-76	i
CC1(C)C(=O)C2(CCCCC2)C(=O)OC1C(=O)c1ccccc1 (stereo unspecified)	-3	i	i	i	-1	i	i	-8	3	2	i
Cc1ccc(NC(=O)c2ccccc2-c2ccccc2C(=O)O)cc1	-3	i	i	i	-4	i	i	0	2	3	i
O=C(CCCc1ccccc1)Nc1ccc2c(c1)OCCO2	1	i	i	i	1	i	i	-11	1	0	i
Cn1ncc([N+](=O)[O-])c1C(=O)Nc1ccc(-c2ccccc2)cc1	.	i	i	i	-3	i	i	-8	1	3	i
COc1ccc(NC(=O)CN(C)C(=O)c2cc(-c3ccccc3)nc3ccccc23)cc1	-2	i	-8.4*	i	-1	i	i	-13	-2	-2	i
O=C(OCc1nnc(-c2ccccc2)o1)c1ccc(S(=O)(=O)NCc2ccco2)cc1	-1	i	i	i	1	i	i	-3	3	1	i
Cc1cc(C)c(C(=O)/C=C/c2ccc3c(c2)OCO3)c(=O)[nH]1	0	i	i	i	-4	i	i	-5	2	?	i
c1ccc(Nc2nc(N3CCOCC3)c3ccccc3n2)cc1	.	i	i	i	4	i	i	-10	-2	8	i
COc1cccc(/C=N/n2nnnc2N)c1OCC#N	2	i	i	i	2	i	i	-9	0	-7	i
C=CCSc1nc(N(CC)CC)c2sccc2n1	-3	i	i	i	-3	i	i	-6	0	4	-10*
CC1(C)CC2(CCCN(C(=S)Nc3ccccc3)C2)CCO1 (stereo unspecified)	2	i	i	i	-6	i	i	-8	4	-2	i
COc1ccc(CC(=O)Nc2cc(S(=O)(=O)N3CCOCC3)ccc2N2CCOCC2)cc1	-6	i	i	i	-2	i	i	-16	4	0	i
CC1CCc2sc3ncnc(N4CCN(C)CC4)c3c2C1 (stereo unspecified)	10	i	i	i	.	i	i	-3	-3	.	i
C/C(=N\NC(=O)COc1ccc(C(C)(C)C)cc1)c1ccc(-n2ccnc2)cc1	2	i	i	i	-2	i	i	-3	2	5	i

The list continues.
SMILES	Dyrk1A ADPGlo	PolyA inhibitor	RGS4 act	KCNK9 inh	GSK3 alpha inh	KCNQ1 pot	KCNQ1 inh	hERG rescue	GSK3B inh	HDAC3 inh	KCNK3 block
Nc1nc(-c2ccco2)nn1C(=O)c1ccccc1Cl	0	i	i	i	.	i	i	-11	1	.	i
O=C(N/N=C\c1c(O)ccc2ccccc12)c1ccc(O)cc1	11	i	i	i	-3	i	i	-9	2	7	i
COc1ccccc1N/C(N)=N/c1nc(CSc2nc3ccccc3s2)cc(=O)[nH]1	.	i	i	i	-1	i	i	-1	-3	3	.
COc1cnn(-c2cccc(C)c2)c(=O)c1Cl	4	i	i	i	7	i	i	-6	5	-1	i
CN1CCN(C(CNC(=O)Nc2ccc(Cl)cc2)c2ccc(F)cc2)CC1 (stereo unspecified)	7	i	i	i	0	i	6*	-11	1	13	i
CCN(CC)c1ccc(NS(=O)(=O)c2cn(C)c(=O)n(C)c2=O)c(C)c1	3	i	i	i	-3	i	i	-6	-1	6	i
C/C=C(\C)CN1CCC(n2nccc2NC(=O)CCc2ccccc2)CC1	3	i	i	i	0	i	i	-8	-4	3	i
Cc1ccc(CNC(=O)CC(C)S(=O)(=O)c2ccc3c(c2)NC(=O)CO3)cc1 (stereo unspecified)	-4	i	i	i	-25	i	i	-7	5	-2	i
COc1ccc(CN(N=O)C2CC(=O)N(c3ccc(OC)cc3)C2=O)cc1 (stereo unspecified)	.	i	-10*	i	-1	i	i	-3	1	6	i
CC(C)OP(=O)(OC(C)C)C1(O)C(=O)Nc2ccc(Br)cc21 (stereo unspecified)	15	i	i	i	-1	i	i	1	-1	1	i
CC(C)(CNS(=O)(=O)c1ccc2c(c1)OCCO2)N1CCOCC1	2	i	i	i	0	i	i	-3	0	1	i
O=C(c1cccc(S(=O)(=O)N2CCCC2)c1)N1CCN(c2ccccc2F)CC1	5	i	i	i	-3	i	i	-8	4	4	i
C/C(N)=C(/C#N)C(=O)CSc1nnnn1-c1ccc(C)cc1	5	i	i	i	.	i	i	-9	-10	-3	i
CCC(C)c1ccccc1N1CC(C(=O)Nc2ccc(C)c(S(=O)(=O)N3CCOCC3)c2)CC1=O (stereo unspecified)	.	i	i	i	-1	i	i	-21	-1	5	i
CCOc1ccc(N(CC(=O)NCC2CCCO2)C(=O)CCC(=O)Nc2ccccn2)cc1 (stereo unspecified)	-5	i	i	i	-1	i	i	-4	-1	6	i
CC(=O)Nc1ccc(C(=O)Nc2cc(C(F)(F)F)ccc2-n2cnc3ccccc32)cc1	2	i	i	i	-4	i	i	-3	0	12	i

From PubChem BioAssay
